Assay outcomes (PubChem)
TCR act – activators of T cell receptors; primary human leukocytes, anti-CD3, IL-2 HTRF, 48 h; Potency, µM (titrated, usually from 9.22 µM), for the others: at the highest dose activation of IL-2 secretion, usual class: activators; 330,000 tested, under 10 active; AID 504894; also: % of control where 0% means no effect
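HTRF read-out of IL-2 secretion: europium cryptate donor excited at 320nm, d2 acceptor emission at 665nm. Cells were primary human leukocytes incubated 48 hr with compounds and a-CD3 beads, supplying TCR signal only.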
CXXC DNA block – MLL CXXC-DNA interaction inhibition. Q03164. MLL-CXXC / FITC-HOXA9 DNA fluorescence polarization. Potency, µM (doses to about 115 µM), for inactives: top-dose activity change, negative = inhibition, actives largely listed as inhibitors. 290,000 compounds, 0.037% hits. AID 2662; active = well fitted inhibition curve with a large enough effect in the polarisation, with a control signal flat, not every such curve was filed as active; inconclusive = small, poorly fitted or top-dose-only effect, or effect the other way, or a change in a side signal; inactive = no such curve, though single readings can be large or run the other way; the % refers to the polarisation; also: potency is read from the fitted curve at half-maximal effect
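Purified MLL-CXXC (added from a 7 uM solution) was preincubated 5 min at ambient with pinned compounds in 50 mM Tris-HCl pH 7.5, 50 mM NaCl, 1 mM DTT, 0.05% BSA. Fluorescein-labeled HOX-A9 DNA (50 nM solution) followed, 30 min, then polarization read.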
Mito fusion yeast – mitochondrial division inhibition or fusion activation; S. cerevisiae fusion-defective mutant growth rescue, CellTiterGlo 48 h; Potency, µM (titrated, usually from 46.1 µM), for inactives: top-dose growth rescue (activation), most hits filed as activators; 320,000 compounds, 0.23% hits;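 also: potency is read from the fitted curve at half-maximal effect; % of control where 0% means no effect; nearly all actives have a fitted effect of over 45% in size; temperature-sensitive fusion mutants such as fzo1-1 at 37 °C on non-fermentable ethanol glycerol medium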
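Temperature-sensitive fusion-defective S. cerevisiae (e.g. fzo1-1, mgm1-5) were grown with compound in YPEG medium (3% ethanol, 3% glycerol) for 48 hours at 37C. Growth rescue was measured as viability by CellTiterGlo luminescence after 10 minutes at ambient.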
TSHR antag – blocks TSH signaling through the human TSH receptor; 330,000 compounds, 0.2% hits; activity change, negative = inhibition, % at 11.5 µM; TSHR-expressing cells, TSH-stimulated cAMP HTRF, 2 h; hits give low values;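 active = activity change below a set negative limit, meaning inhibition stronger than a set level, cut at about -70% in these data; inconclusive = activity change between two set negative limits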; also: % is scaled to controls: 0 for no effect and ±100 for the full control effect
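Inhibition of cAMP made by TSHR-expressing cells under TSH stimulation (4nM final, EC80; 2 h, 37 deg C) is quantified with a one-step lysis HTRF kit, anti-cAMP cryptate versus cAMP-d2.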
PTAP TSG101 blk – blocks PTAP/TSG101 interaction to inhibit HIV-1 budding; 340,000 tested, under 10 active; Fluorescence polarization, FITC-PTAP peptide / Tsg101 binding; AID 493005; Potency, µM (titrated, usually from 115 µM), without a hit: top-dose activity change, negative = inhibition, actives largely listed as inhibitors; active = well fitted inhibition curve with a large enough effect in the main read-out, with a control signal flat, not every such curve was filed as active; inconclusive = small, poorly fitted or top-dose-only effect, or effect the other way, or a change in a side signal; inactive = no such curve, though single readings can be large or run the other way; also: potency is read from the fitted curve at half-maximal effect; % of control where 0% means no effect
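Steps: Tsg101 binding domain dispensed (10 uM final), compounds pinned in DMSO, FITC-labeled PTAP-motif peptide added (50 nM final); after 20 min binding at room temperature, polarization measured.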
Integrin act MD – activates integrin-mediated alleviation for muscular dystrophy; AID 624291; alpha7betagal myoblasts, beta-gal FDG fluorescence, 48 h; Potency, µM (highest dose often 38.3 µM), inactives show top-dose activation, actives largely listed as activators; 350,000 compounds, 0.064% hits;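 also: potency is read from the fitted curve at half-maximal effect; 100% = response of the positive control SU9516; nearly all actives have a fitted effect of over 60% in size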
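alpha7betagal+/- myoblasts (passage 13, 250/well) treated 48 h at 37C with compounds at 1:260 dilution of DMSO stock. Lysed, then beta-galactosidase activity read as FDG fluorescence (ex 480/em 540) after 30 min, with pre-read for autofluorescence.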
MBNL1-CUG inh – MBNL1-poly(CUG) RNA binding inhibition | Q9NR56 | TR-FRET MBNL1-His/biotin-(CUG)12 binding, 665/545 ratio | Potency, µM (highest dose often 57.5 µM), for inactives: at the highest dose activity change, negative = inhibition, most hits filed as inhibitors | 280,000 compounds, 0.036% hits | AID 2675; active = well fitted inhibition curve with a large enough effect in the signal ratio, with a control signal flat, not every such curve was filed as active; inconclusive = small, poorly fitted or top-dose-only effect, or effect the other way, or a change in a side signal; inactive = no such curve, though single readings can be large or run the other way; the % refers to the signal ratio; also: potency is read from the fitted curve at half-maximal effect; % is scaled to controls: 0 for no effect and ±100 for the full control effect
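Compounds (final 92 nM to 58 uM) are added to His-tagged MBNL1 and biotin-(CUG)12, then terbium anti-His antibody and streptavidin-XL665 (5 nM final). After 60 min at room temperature, the 665/545 nm ratio is read.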
A-T KAP1 phos – potential ataxia-telangiectasia treatments restoring KAP-1 phosphorylation; […] A-T fibroblasts, KAP-1 phosphorylation AlphaLISA; neocarzinostatin DNA damage 30 min before lysis; Potency, µM (titrated, usually from 57.5 µM), without a hit: top-dose activation, actives largely listed as activators; 320,000 compounds, 0.19% hits; AID 485349; also: potency is read from the fitted curve at half-maximal effect; % of control where 0% means no effect; nearly all actives have a fitted effect of over 45% in size
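ATM-like activity read as KAP-1 phosphorylation via AlphaLISA donor/acceptor antibody pairs after lysis and 6 hr at 25C. Cells were ATM-null patient fibroblasts ([…], hTERT), dosed 60 min, then exposed to the DSB inducer NCS for 30 min.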
ASM inhibitor – human S-ASM enzyme inhibition; AID 504937; 340,000 compounds, 0.006% hits; Potency, µM (doses to about 57.5 µM), without a hit: at the highest dose activity change, negative = inhibition, actives largely listed as inhibitors; placental ASM, HMU-PC fluorogenic substrate, 60 min; P17405; also: potency is read from the fitted curve at half-maximal effect
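Human placenta-derived ASM preincubated with compound 10 min at room temperature, then reacted with 9 uM (final) fluorogenic HMU-PC substrate for 60 min at 37 C. Stop solution raises pH to 10; fluorescence read at Ex 386/Em 447 nm.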
Menin MLL FP TR – displaces Texas Red mutant MLL peptide from human menin; O00255; Menin + Texas Red MLL mutant peptide, fluorescence polarization; Potency, µM (highest dose often 61.6 µM), without a hit: at the highest dose FP activity change, negative = inhibition, usual class: inhibitors; 270,000 compounds, 0.23% hits; active = well fitted inhibition curve with a large enough effect in the polarisation, with a control signal flat, not every such curve was filed as active; inconclusive = small, poorly fitted or top-dose-only effect, or effect the other way, or a change in a side signal; inactive = no such curve, though single readings can be large or run the other way; the % refers to the polarisation; also: potency is read from the fitted curve at half-maximal effect; % of control where 0% means no effect; many of its hits are not listed in these tables
* = called active by the depositor; i = inactive; ? = inconclusive; / = not tested or not shown; [ ] = dose if it differs, or a comment. Unless noted, calls follow the shape of the dose curve; as a rule, active = well fitted curve in the direction sought with a large enough effect; inconclusive = small, poorly fitted or top-dose-only effect, or another doubt; inactive = no such curve, though single readings can be large; an effect the other way counts as inactive or inconclusive. An excerpt, so the mix of outcomes need not match the whole.

compound	TCR act	CXXC DNA block	Mito fusion yeast	TSHR antag	PTAP TSG101 blk	Integrin act MD	MBNL1-CUG inh	A-T KAP1 phos	ASM inhibitor	Menin MLL FP TR
O=C(NCCc1ccc(C(F)(F)F)cc1)c1ccc2c(c1)OCO2	2%	/	5%	5	-2%	-15%	/	-6%	1%	/
Nc1nnc(SCc2coc(-c3ccc(Cl)cc3)n2)s1	-11%	1%	4%	-10	-3%	-5%	-3%	6%	-3%	4%
O=C(Nc1ccccc1C(=O)N1CCCCCC1)c1ccc(F)cc1	-1%	2%	2%	-3	-3%	-13%	6%	-6%	0%	/
Cc1c(Cl)cccc1-n1cnc(=O)c2ccccc21	9%	/	/	/	-6%	-13%	/	/	2%	/
O=C1c2cnc3ncnn3c2CC2c3ccccc3CCN12 (configuration not stated)	6%	10%	1%	-1	-5%	-7%	/	-2%	i	-14%
Nc1ccc(C(=O)O)cc1S(=O)(=O)O	-3%	-9%	-2%	-7	-3%	-3%	/	-4%	1%	/
CN(C)CCCNc1c2c(nc3cc(-c4cccc(F)c4)nn13)CCC2	-2%	2%	-3%	2	-8%	-1%	-9%	2%	6%	3%
Fc1ccc(OCc2nnc(-c3ccccc3Br)o2)c(Cl)c1	-4%	0%	0%	-17	-3%	9%	5%	10%	21%	-11%
COc1ccccc1Cn1c(=S)[nH]c2cc(C(=O)NCCN(C)C)ccc2c1=O	2%	14%	0%	-6	-2%	-40%	2%	2%	4%	-1%
Cc1cccc(CSC2=NCCN2C(=O)C2CC2)c1	-1%	-2%	3%	-2	-5%	33%	-4%	2%	1%	-2%
CC1=C(C(=O)OCC(C)C)C(c2cc3c(cc2Br)OCO3)NC(=O)N1C (configuration not stated)	0%	12%	17%	-3	-6%	-5%	2%	0%	-1%	-4%
Cn1c(O)c(C=NCC2CCNCC2)c(=O)n(C)c1=O	8%[46.1 µM]	-1%	0%	13	/	/	-6%	3%	/	-5%
COC(=O)C1=C(C)N(CCc2ccccc2)C(=O)C1	-2%	-5%	-6%	-8	0%	-3%	0%	0%	2%	-10%
Cc1cc(=O)n2c(n1)NC(=NCc1ccccc1)NC2c1ccccc1 (configuration not stated)	12%	0%	8%	1	-4%	5%	-18%	3%	6%	/
CS(=O)(=O)N1CCCC(C(=O)NCCc2ccc(Cl)cc2)C1 (configuration not stated)	4%	8%	2%	0	-11%	1%	-7%	4%	1%	-7%
COc1ccc(CCNC(=O)COc2cccc(-n3cnnn3)c2)cc1	2%	/	-3%	-5	-2%	36%	/	0%	2%	/
c1ccc2c(c1)NCCS2	-4%	-2%	7%	20	0%	7%	-9%	3%[11.5 µM]	15%	?
COc1ccccc1NC(=O)CCn1c(=S)oc2ccccc21	-30%	-4%	-2%	1	-5%	-1%	-7%	-2%	-2%	15%
COc1cccc(-n2nc(C(=O)N3CC(C)CC(C)C3)c3ccccc3c2=O)c1 (configuration not stated)	3%	-3%	18%	30	-2%	16%	-2%	/	2%	-1%
Cc1csc2nc(O)c(C(=O)NCCC3=CCCCC3)c(=O)n12	3%	/	-8%	0	-4%	34%	/	3%	/	/
CNC(=S)N1N=C(c2ccc(Br)cc2)CC1c1ccc(Br)cc1 (configuration not stated)	15%	23%	3%	-26	-3%	-21%	135%[activator]	-4%	-8%	?
Cc1ccc(S(=O)(=O)N2CCC(C(=O)OCC(=O)NCc3cccc(Cl)c3)CC2)cc1C	1%	/	/	/	-3%	5%	/	5%	2%	/
O=C(/C=C/c1ccco1)N(Cc1ccc(Cl)cc1)C1CCS(=O)(=O)C1 (configuration not stated)	-11%	-2%	-5%	9	-4%	29%	8%	53%	-8%	/
COc1ccc2c(=O)c(-c3ccccc3)coc2c1	10%	7%	9%	-9	-2%	2%	13%	8%	-1%	?
COc1ccccc1CNC(=O)C1CC(c2ccccc2C(F)(F)F)=NO1 (configuration not stated)	-2%	4%	?	-5	/	22%	-12%	0%	3%	/
O=C(c1ccccc1)N1CCC(CC2CC(c3cccc(Br)c3)=NO2)(C(=O)NCC2CCCCC2)CC1 (configuration not stated)	-5%	9%	8%	-11	-8%	2%	3%	1%	-2%	2%
NNC(=O)c1ccc(-c2ccccc2F)cc1	0%	4%	1%	15	-3%	1%	/	3%	-2%	/
CCCCC(C(=O)O)C(C)CC(=O)Nc1cccc(C(=O)O)c1 (configuration not stated)	1%	2%	-4%	-7	-8%	22%	-7%	4%	-2%	-6%
CN(C)CCn1c(=O)n(C2CCCCC2)c(=O)c2c3c(sc21)CCCCC3	-4%	/	/	/	-12%	-7%	/	/	6%	/
CCNc1cc(=O)n(C)c(=O)n1C	6%	17%	-1%	-10	-1%	17%	-8%	-5%	-1%	10%
O=C(Cc1ccc(-n2c(=O)c3ccccc3n(Cc3cccc([N+](=O)[O-])c3)c2=O)cc1)NCC1CCCO1 (configuration not stated)	-1%[46.1 µM]	-1%	6%	23	/	/	10%	0%	/	-2%
OCCOCCNc1ncnc2nc[nH]c12	4%	6%	3%	10	-5%	0%	-11%	8%	3%	-2%
CCOC(=O)CSc1nnc(CNC(=O)c2cccs2)n1-c1cc(C)ccc1C	0%	-3%	-1%	1	0%	0%	1%	4%	5%	?
Cc1ccc(C)c(N(CC(=O)NC(C)(C)C)C(=O)CCC(=O)Nc2nccs2)c1	-4%	-13%	-1%	7	0%	?	5%	16%	2%	-17%
O=C(c1ccco1)N1CCN(Cc2nc3cc(Cl)ccc3c(=O)[nH]2)CC1	/	-4%	-1%	-1	1%	-28%	-1%	5%	2%	5%
O=C(O)C1Cc2ccccc2CN1C(=O)c1ccco1 (configuration not stated)	-3%	-10%	1%	-6	-9%	-29%	-6%	4%	7%	8%
Cc1ccc2nc(SCC(=O)N/N=C/c3ccc(C(=O)O)cc3)cc(C)c2c1	/	-10%	-1%	15	1%	0%	4%	-3%	4%	-13%
CCCCOC(=O)Nc1ccc(S(=O)(=O)Nc2nc(C)cc(C)n2)cc1	/	1%	3%	-2	/	20%	5%	1%	7%	27%
COc1ccccc1Oc1ccc2c(c1)C(=O)N(c1ccccc1)C2=O	14%[46.1 µM]	0%	-2%	-14	-3%	23%	4%	1%	-3%	6%
CCc1cccc(C)c1NC(=O)c1cccc(N(C)C)c1	4%	8%	-1%	13	1%	-43%[inhibitor]	19%	-2%	2%	-13%
CCSc1ccc(NC(=O)c2cccnc2)cc1	-2%	4%	1%	1	-1%	-44%	-5%	0%	2%	-5%
N#C/C(=C/c1cn(-c2ccccc2)nc1-c1cccc(S(=O)(=O)N2CCCC2)c1)C(=O)NCc1ccco1	1%[46.1 µM]	-3%	1%	-14	-1%	-42%	9%	3%	1%	5%
CS(=O)(=O)C1=C(O)C(=O)N(c2ccccc2)C1c1ccccc1 (configuration not stated)	7%	-1%	-1%	-5	-2%	4%	10%	3%	2%	-9%
CC(C)[C@H](Nc1ccc(C(F)(F)F)cc1[N+](=O)[O-])C(=O)O	5%	7%	5%	9	-2%	9%	?	-1%	-1%	/
COc1ccccc1N1CCN(C2CCCN(C(=O)CCc3c(C)noc3C)C2)CC1 (configuration not stated)	3%	8%	-9%	12	-5%	7%	-5%	8%	2%	-29%
Cc1cc(C)n(-c2nc(Nc3ccccc3C)nc(-n3nc(C)cc3C)n2)n1	/	56%[activator]	11%	-6	/	/	-4%	9%	/	-18%
